High-throughput results (PubChem)
Rpn11 inh = blocks the human proteasome subunit Rpn11; human 26S proteasome, Ub4-pepOG fluorescence polarization; 20S core pre-blocked with epoxomicin; calls only at 20 µM; 0.59% of 360,000 active;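 active = inhibition at 20 µM, scaled to each plate's controls, above about 33%, limit read from the data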
CSN inh = inhibitors of human CSN-mediated cullin deneddylation | Purified CSN, SCF-Nedd8-OG deneddylation, fluorescence polarization | inhibition, % at 12.5 µM | 0.38% of 360,000 active;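 active = pattern-corrected inhibition above about 35%, with an unprinted fluorescence ratio check between 0.5 and 1.5, limit read from the data, passing the limit was not always enough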;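 also: 0% = enzyme with substrate and 100% = substrate without enzyme; some results filed as inactive read as strong as hits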
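Assay system: purified human Csn5 enzyme expressed in HEK293T cells; Input: 0.24 nM Csn5 enzyme, final concentration; Reagent: 10 nM SCFSkp2-Nedd8OG; Compound dosing: 12.5 µM single point; Times: reaction 90 min, room temperature; Technique: fluorescence polarization readout.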
PABP1 MLLE inh = blocks PAM2 peptide binding to the PABP1 MLLE domain. P11940. inhibition, % at 20 µM. 0.36% of 360,000 active. GST-MLLE / FITC-PAM2 fluorescence polarization; in the data active = inhibition above about 35%, passing the limit was not always enough;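 also: plate controls were DMSO wells with GST-MLLE for no effect and wells lacking GST-MLLE protein for full effect; some results filed as inactive read as strong as hits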
Rin1 Abl inh = inhibitors of human Rin1-Abl protein interaction. P00519+Q13671. TR-FRET Rin1/Abl binding, biochemical. inhibition, % at 7.35 µM. 0.4% of 360,000 active. AID 588664; in the data active = inhibition above about 5%, passing the limit was not always enough
FAS-TE inh = blocks the thioesterase domain of human fatty acid synthase. recombinant FAS-TE, OMFH fluorogenic substrate, fluorescence endpoint. inhibition, % at 15 µM. 0.67% of 360,000 active;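 active = compounds whose normalised, plate-corrected inhibition of enzyme fluorescence in the single-dose primary screen is 50% or more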;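 also: 0% = DMSO with enzyme and 100% = substrate without enzyme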
bovine MsrA act = bovine methionine sulfoxide reductase A activation. purified bovine MsrA, absorbance read-out. activation, % at 10.6 µM. 0.3% of 360,000 active. AID 602163; in the data active = activation above about 7.5%;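 also: 0% = vehicle and 100% = reference activator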
MsrA inhibitor = bovine MsrA inhibition. purified bovine MsrA, absorbance read-out. inhibition, % at 15.5 µM. 0.75% of 360,000 active; in the data active = inhibition above about 4.5%;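 also: 0% = vehicle wells with enzyme and 100% = reference inhibitor wells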
MT1-MMP act inh = MT1-MMP (human) activation inhibition | HT1080 RFP-PRO-GFP cells, GFP/RFP ratio fluorescence, overnight; percent of plate control window, DMSO zero | GFP/RFP ratio change, % at 20 µM | AID 651647 | 0.061% of 360,000 active;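 active = GFP/RFP ratio change of at least 30% with cell ATP level not reduced by more than half and red fluorescence within 50% of control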; also: strong numbers were not always called active
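Test system: HT1080 cells expressing an RFP-PRO-GFP fluorescent reporter construct / Compound dosing: single-point 20 µM compound, 1% DMSO / Schedule: cells overnight before dosing, compound overnight, 37 °C, 5% CO2 / Evaluation: GFP/RFP fluorescence ratio / Control set: DMSO and RFP-L50D-GFP cell wells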
E coli Lon inh = inhibitors of E. coli Lon protease; purified E. coli Lon protease, fluorescence polarization; inhibition, % at 7.94 µM; AID 602123; 0.42% of 360,000 active; in the data active = inhibition above about 13%, passing the limit was not always enough;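 also: 0% = enzyme with probe and DMSO and 100% = no enzyme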
Numbers without * were called inactive; i = inactive.

[1] Cc1ccc2oc(=O)c3cnn(CC(=O)N4CCN(c5ccccn5)CC4)c3c2c1
[2] CCCCNC(=O)NNC(=O)c1ccco1
[3] Cc1cc(=O)oc2cc(Oc3ccc([N+](=O)[O-])cc3C(F)(F)F)ccc12
[4] O=C(c1ccccc1)N1CCN(S(=O)(=O)c2cccc(NS(=O)(=O)c3ccccc3)c2)CC1
[5] c1ccc(-c2csc(Nc3nc(N4CCOCC4)nc(N4CCOCC4)n3)n2)cc1
[6] O=C1C2C3C=CC(C3)C2C(=O)N1c1n[nH]c(CCc2ccccc2)n1 (stereo not given)
[7] O=C1C=CC(=O)N1c1ccc(Nc2ccccc2)cc1
[8] CCC(C)NC(=O)c1cc(-c2ccccc2O)on1 (stereo not given)
Compound | 1 | 2 | 3 | 4 | 5 | 6 | 7 | 8
Rpn11 inh | i | i | i | i | i | i | i | i
CSN inh | 0.5 | 0.7 | 4.1 | -7.8 | 5.3 | 0.2 | -0.8 | 3.8
PABP1 MLLE inh | -5.0 | 5.9 | 5.8 | 0.2 | -2.0 | -1.8 | 41.1* | -19.2
Rin1 Abl inh | 3.8 | -3.2 | -4.0 | 5.7 | 2.1 | -5.4 | 5.8 | 0.3
FAS-TE inh | -1.3 | -7.6 | 28.3 | 1.0 | 24.7 | -9.5 | -7.3 | -2.3
bovine MsrA act | 2.7 | -0.5 | -9.9 | -6.6 | -1.3 | -4.5 | -7.6 | -1.6
MsrA inhibitor | -0.4 | -1.2 | 0.5 | -0.6 | -1.0 | -0.2 | 1.3 | -0.6
MT1-MMP act inh | 1.2 | -3.0 | 0.9 | 3.7 | 2.3 | -1.5 | 28.0 | 2.2
E coli Lon inh | -1.3 | 3.9 | -10.2 | -8.3 | 4.4 | -10.1 | -5.1 | 2.4

[9] CN(CCC#N)C(=O)CSc1nc2scc(-c3ccccc3)c2c(=O)[nH]1
[10] O=C(CCC(=O)c1cccs1)OCc1nnc(-c2ccccc2)o1
[11] CCOC(=O)c1c(NC(=O)c2cccs2)sc(C(=O)N(C)C)c1C
[12] COc1ccc(NC(=O)CNS(=O)(=O)c2ccccc2)cc1Cl
[13] COc1ccccc1/C=N/OC(=O)c1ccc(F)cc1
[14] CC(=O)NCC1CCCN(c2nc3nonc3nc2N(C)Cc2ccccc2)C1 (stereo not given)
[15] Cc1cccc(-c2noc(CN(C(=O)CCc3ccccc3)C(C)C)n2)c1
[16] CCN(CC(=O)NC(C)(C)C)C(=O)COc1c(Cl)cc(Cl)c2ccc(C)nc12
Compound | 9 | 10 | 11 | 12 | 13 | 14 | 15 | 16
Rpn11 inh | i | i | i | i | i | i | i | i
CSN inh | 2.5 | -0.3 | 2.0 | -5.0 | 6.3 | 1.3 | 0.4 | -2.0
PABP1 MLLE inh | -32.5 | -4.2 | 4.8 | -11.8 | -6.9 | -5.7 | -23.7 | -1.1
Rin1 Abl inh | 1.3 | 1.2 | -1.6 | -2.2 | -3.0 | 2.6 | 3.5 | 0.9
FAS-TE inh | -4.9 | 2.8 | -0.8 | -4.4 | 17.0 | -3.8 | 25.6 | 22.7
bovine MsrA act | 0.5 | -3.0 | -5.6 | -7.1 | 0.3 | -4.1 | -6.4 | -2.8
MsrA inhibitor | -0.4 | 0.6 | 3.0 | -0.4 | 0.3 | 4.0 | 0.5 | 0.7
MT1-MMP act inh | 7.5 | 1.4 | -4.2 | 4.0 | 0.7 | 3.0 | 0.5 | 6.2
E coli Lon inh | 4.5 | -7.4 | -12.2 | -6.1 | -3.7 | 1.8 | 0.9 | -7.4

Rewritten with values under each structure: entries from further up.
The line under a structure holds: Rpn11 inh	CSN inh	PABP1 MLLE inh	Rin1 Abl inh	FAS-TE inh	bovine MsrA act	MsrA inhibitor	MT1-MMP act inh	E coli Lon inh
(5) c1ccc(-c2csc(Nc3nc(N4CCOCC4)nc(N4CCOCC4)n3)n2)cc1
→ i	5.3	-2.0	2.1	24.7	-1.3	-1.0	2.3	4.4
(6) O=C1C2C3C=CC(C3)C2C(=O)N1c1n[nH]c(CCc2ccccc2)n1 (stereo not given)
→ i	0.2	-1.8	-5.4	-9.5	-4.5	-0.2	-1.5	-10.1
(7) O=C1C=CC(=O)N1c1ccc(Nc2ccccc2)cc1
→ i	-0.8	41.1*	5.8	-7.3	-7.6	1.3	28.0	-5.1
(8) CCC(C)NC(=O)c1cc(-c2ccccc2O)on1 (stereo not given)
→ i	3.8	-19.2	0.3	-2.3	-1.6	-0.6	2.2	2.4
(9) CN(CCC#N)C(=O)CSc1nc2scc(-c3ccccc3)c2c(=O)[nH]1
→ i	2.5	-32.5	1.3	-4.9	0.5	-0.4	7.5	4.5
(10) O=C(CCC(=O)c1cccs1)OCc1nnc(-c2ccccc2)o1
→ i	-0.3	-4.2	1.2	2.8	-3.0	0.6	1.4	-7.4
(11) CCOC(=O)c1c(NC(=O)c2cccs2)sc(C(=O)N(C)C)c1C
→ i	2.0	4.8	-1.6	-0.8	-5.6	3.0	-4.2	-12.2
(12) COc1ccc(NC(=O)CNS(=O)(=O)c2ccccc2)cc1Cl
→ i	-5.0	-11.8	-2.2	-4.4	-7.1	-0.4	4.0	-6.1
(13) COc1ccccc1/C=N/OC(=O)c1ccc(F)cc1
→ i	6.3	-6.9	-3.0	17.0	0.3	0.3	0.7	-3.7
(14) CC(=O)NCC1CCCN(c2nc3nonc3nc2N(C)Cc2ccccc2)C1 (stereo not given)
→ i	1.3	-5.7	2.6	-3.8	-4.1	4.0	3.0	1.8
(15) Cc1cccc(-c2noc(CN(C(=O)CCc3ccccc3)C(C)C)n2)c1
→ i	0.4	-23.7	3.5	25.6	-6.4	0.5	0.5	0.9
(16) CCN(CC(=O)NC(C)(C)C)C(=O)COc1c(Cl)cc(Cl)c2ccc(C)nc12
→ i	-2.0	-1.1	0.9	22.7	-2.8	0.7	6.2	-7.4

Other structures:
[17] CC1(C)Oc2ccc(C(=O)N3CCOCC3)cc2N(CC(=O)N2CCOCC2)C1=O
[18] COc1ccc(S(=O)(=O)NCCc2nnc3ccc(SCC(=O)Nc4nc(C)cs4)nn23)cc1
[19] CC(=O)Oc1cccc(N2C(=O)c3cccc4c([N+](=O)[O-])ccc(c34)C2=O)c1
[20] COC(=O)CSc1nc2c(cnn2-c2ccc(F)cc2)c(=O)[nH]1
[21] Cc1ccc(C(=O)/C=C/N(C)C)o1
[22] Cc1cccc(CC2CC(=O)N(c3nc4ccccc4s3)C2=O)c1 (stereo not given)
[23] O=C(NC1CCN(C(=S)NCc2ccco2)CC1)C12CC3CC(CC(C3)C1)C2
[24] Cc1ccc(-c2cc(C)nc3ncnn23)cc1
Compound | 17 | 18 | 19 | 20 | 21 | 22 | 23 | 24
Rpn11 inh | i | i | i | i | i | i | i | i
CSN inh | -4.1 | -0.3 | -5.7 | -3.5 | 0.1 | -0.8 | -2.6 | -3.8
PABP1 MLLE inh | 5.1 | 8.7 | 8.4 | 8.1 | 4.1 | 6.0 | -82.9 | -22.8
Rin1 Abl inh | 0.1 | 0.0 | -1.1 | -0.7 | -1.4 | 2.5 | 2.4 | -1.8
FAS-TE inh | 0.2 | -2.8 | -72.0 | -3.7 | -10.2 | 7.3 | -1.6 | -2.2
bovine MsrA act | 2.1 | 3.1 | -2.8 | -1.8 | -5.2 | 3.7 | -1.1 | -1.5
MsrA inhibitor | -1.8 | -0.3 | 0.3 | 0.5 | 1.5 | -1.1 | -0.4 | 0.0
MT1-MMP act inh | -2.2 | 4.2 | -107.5 | 0.1 | -9.7 | 1.8 | 1.9 | -2.1
E coli Lon inh | -8.9 | -4.1 | 12.3 | 6.3 | -6.4 | 5.0 | 3.0 | -0.4

Random excerpt: 2 compounds from above
[22] Cc1cccc(CC2CC(=O)N(c3nc4ccccc4s3)C2=O)c1 (stereo not given)
[19] CC(=O)Oc1cccc(N2C(=O)c3cccc4c([N+](=O)[O-])ccc(c34)C2=O)c1
Compound | 22 | 19
Rpn11 inh | i | i
CSN inh | -0.8 | -5.7
PABP1 MLLE inh | 6.0 | 8.4
Rin1 Abl inh | 2.5 | -1.1
FAS-TE inh | 7.3 | -72.0
bovine MsrA act | 3.7 | -2.8
MsrA inhibitor | -1.1 | 0.3
MT1-MMP act inh | 1.8 | -107.5
E coli Lon inh | 5.0 | 12.3

Next part.
[25] Cc1ccc(NC(=O)C2C3CC4OC(=O)C2C4C3)cc1Cl (stereo not given)
[26] CCC(=O)c1ccc(N2CCCC2)c(F)c1
[27] Cc1ccc2c(c1)c1c3n2CCN(CCC#N)C3CCC1 (stereo not given)
[28] CCOc1ccccc1N(CC(=O)N1CCC(C)CC1)S(=O)(=O)c1ccc(C)cc1
[29] Cc1ccc(CN2CCC(CO)(CC3CCCCO3)CC2)o1 (stereo not given)
[30] CCOc1ccccc1NC(=O)CSc1nnc(Cn2c(=O)sc3ccccc32)n1C
[31] COc1ccc(NC2=NCCC2)cc1
Compound | 25 | 26 | 27 | 28 | 29 | 30 | 31
Rpn11 inh | i | i | i | i | i | i | i
CSN inh | -0.9 | 0.5 | 9.1 | -1.0 | -5.3 | 1.2 | -1.7
PABP1 MLLE inh | -3.3 | 0.1 | 7.3 | -7.8 | -6.1 | -3.2 | -11.7
Rin1 Abl inh | -2.9 | -3.9 | -5.9 | 2.9 | 1.2 | -1.8 | -2.6
FAS-TE inh | -1.7 | 6.8 | 2.5 | 11.8 | -4.2 | -3.4 | -3.2
bovine MsrA act | -2.4 | -1.3 | 2.6 | -1.3 | -1.9 | -1.4 | -1.2
MsrA inhibitor | -1.4 | 3.9 | 0.0 | -0.7 | 0.0 | -0.7 | -1.4
MT1-MMP act inh | 0.5 | 2.0 | -0.9 | -7.1 | -1.2 | -1.5 | -0.2
E coli Lon inh | -5.9 | -7.6 | -5.1 | -3.8 | -0.3 | 0.2 | -13.7
